Screens from PubChem.
mouse EphA4 binding: inhibitors of EphA4 binding to KYL peptide, primary screen, biochemical, colorimetric, mouse EphA4 (AID 689) | hit rate 0.1% among 62,000 | Ephrin type-A receptor 4 (Mus musculus) | inhibition, % at 10 µM; hits with a dose series show IC50 in µM | EphA4-AP binding to KYL peptide, pNPP A405; higher % means a stronger effect; in the data active means a potency from the dose series; inactive means the rest, 99 in 100 with inhibition below about 22%
Starred values were filed as active, the others as inactive; & = joins results of further samples.

smiles,mouse EphA4 binding
CCOC(=O)c1sc(N)c(C#N)c1CSc1nc2ccc(OCC)cc2[nH]1,-2%
CC(/C=N/NC(=O)C(O)c1ccccc1)=C\c1ccccc1 (stereo not drawn),-6%
Cc1cc(/C=N/O)c(C)n1-c1ccc(F)cc1,-1%
COc1ccccc1C(C)NC(=O)c1ccc(C)o1 (stereo not drawn),-3%
COC(=O)c1[nH]c2ccccc2c1NC(=O)CN1CC(C)OC(C)C1 (stereo not drawn),-10%
Cc1onc(-c2ccccc2Cl)c1C(=O)NCC1CCCO1 (stereo not drawn),-3%
COc1ccc(C2Nc3ccc(Br)cc3C(c3ccccc3)N2CC(=O)O)cc1 (stereo not drawn),-6%
CCOc1ccc(N(CC(=O)NCc2ccco2)S(C)(=O)=O)cc1,2%&-9%
CCn1c(COc2ccc(C)cc2)nnc1SCC(=O)Nc1ccc(S(N)(=O)=O)cc1,-13%
CCn1c(SCc2c(Cl)cccc2Cl)nnc1-c1nn(-c2ccccc2)ccc1=O,-19%
CC(C)(C)C(=O)Cn1ncc(N2CCCC2)c(Br)c1=O,-10%
O=C(C1CCCCC1)N1CCN(C(=O)C2CCCCC2)CC1,-3%
CCOc1cc(/C=C2\C(=O)ON=C2C)ccc1O,-11%
Cn1sc(NC(=O)c2cccc(Cl)c2)nc1=O,-6%
Cc1cc(NC(=O)CSc2ccc3nnc(-c4cccnc4)n3n2)no1,-8%
O=P(OC1CCS(=O)(=O)C1)(c1ccccc1)c1ccccc1 (stereo not drawn),-18%
O=C(Nc1ncc(Br)s1)C(Cc1ccccc1)n1cccc1 (stereo not drawn),4%
O=C(NCn1ccc(=O)[nH]c1=S)c1ccccc1,-24%
O=C(NC1CCCC1)C1CC(c2ccc(F)cc2)=NO1 (stereo not drawn),7%
O=C1C(C=Nc2ccccc2O)=C(O)c2ccccc21,-3%
CC1CC(C)CN(CCCNC(=O)C2CCC(=O)N2C2CCCC2)C1 (stereo not drawn),0%
CC(C)CC1CC(=O)OC1(C)C(=O)CSc1nc2ccccc2s1 (stereo not drawn),1%
COC(=O)c1sccc1-c1ccc(C(=O)Nc2cccnc2)o1,1%
O=C(NCCCO)c1ccccc1C(=O)c1ccccc1,-4%
O=C(Nc1nnc(CCS(=O)(=O)c2ccc(Br)cc2)s1)c1ccc([N+](=O)[O-])cc1,-7%
Cc1ccccc1OCCCCCn1ccnc1,-2%
COc1cc2[nH]c(=S)n(Cc3ccc(C)o3)c(=O)c2cc1OC,-8%
O=c1oc2ccccc2c(Nc2ccc3ccccc3c2)c1[N+](=O)[O-],2%
COc1ccc(/C(N)=N/OC(=O)c2ccccc2I)cc1OC,-2%
COc1cc2c(cc1NC(=O)C(C)Sc1ccc(C)cc1)oc1ccccc12 (stereo not drawn),-5%
Cc1cc(NC(=O)c2ccc(S(=O)(=O)N3CCOCC3)cc2)nc2c1c(=O)oc1ccccc12,-1%
CCOC(=O)N1CCC(NC(=O)c2oc3c(c2C)-c2[nH]ncc2CC3)CC1,-7%
O=C(c1ccc(Cn2c(=O)[nH]c3ccccc3c2=O)cc1)N1CCN(c2ccc(Cl)cc2)CC1,-2%
CCOC(=O)CCn1nc(-c2ccc(Cl)cc2)cc1N,4%
Oc1ccc2[nH]ccc2c1,-4%
CC1C(=O)CCN(C(C)(C)C)C1C (stereo not drawn),-17%
O=C1c2ccccc2-c2c1nc1c([n+]2[O-])CCCC1,-4%
O=C1c2cnc3nc(SCc4ccccc4)nn3c2CC2c3ccccc3CCN12 (stereo not drawn),-9%
COc1ccc(N2CCN(C(c3cc4ccc(C)cc4[nH]c3=O)c3nnnn3C3CCCC3)CC2)cc1 (stereo not drawn),7%
CC1CCCC(C)N1C(=O)COc1ccc(-c2nnco2)cc1 (stereo not drawn),-8%
N#Cc1ccc(NC(=O)CCc2ccc(S(=O)(=O)N3CCOCC3)cc2)cc1,-17%
CC(=O)NC(NC(C)=O)c1ccc(N(C)C)cc1,-4%
CCOc1ccccc1NC(=O)C1CCN(S(=O)(=O)c2cccc3cccnc23)CC1,0%
CC[N+]1(CC)CC2=Cc3c(ccc4ccccc34)CC2C1 (stereo not drawn),-8%
CCOc1ccc(C(=O)Nc2c(C)cc(Br)cc2C)cc1,1%
Cn1cc([N+](=O)[O-])c(C(=O)Nc2ccc(Br)cn2)n1,-8%
Clc1cccc(Oc2cnns2)c1Cl,9%
Cc1ccccc1Cc1c(C)nc2c(C(=O)NCc3ccco3)cnn2c1C,10%
COC(=O)C1=CN(CC2CCCO2)C=C(C(=O)OC)C1c1ccsc1 (stereo not drawn),1%
Cc1oc(-c2cccs2)nc1CSCC(=O)NC1CC1,-2%
COc1cccc2sc(N(C)c3ccccc3)nc12,10%
Cc1ccc(OCC(=O)Nn2c(C)nc3ccccc3c2=O)c(C(C)C)c1,13%
Cc1cc(NC(=O)c2cc(-c3ccc(C)s3)nc3ccccc23)no1,18%
O=C1C2CCCN2C(c2ccc(F)cc2)N1c1nccs1 (stereo not drawn),-19%
O=C(Nc1nc(-c2ccccn2)cs1)c1ccc(Cl)s1,0%
COC(=O)c1ccc(NC(=O)c2ccc(C)cc2)o1,-6%
Cc1ccc2nc(-c3ccccc3)cn2c1,-3%
CCC(CC)C(=O)Nc1cc(C(=O)NCCc2ccccc2)ccc1Cl,-18%
CCOC(=O)c1cc2c(ccn2C)n1CC(=O)N1CCC(Cc2ccccc2)CC1,-8%
CC(=O)C12c3ccccc3C(c3ccccc31)C1C(=O)N(c3cccc(C(F)(F)F)c3)C(=O)C12 (stereo not drawn),9%

Carrying on.
smiles,mouse EphA4 binding
OCC12COC(c3ccccc3)N1C(c1ccccc1)OC2 (stereo not drawn),-19%
COc1ccc(CS(=O)(=O)/C(Cl)=C(/Cl)C(=O)Nc2ccc(OC)nc2)cc1,1%
CCOC(=O)CSc1nc2c(sc(=S)n2Cc2ccco2)c(=O)n1-c1ccc(F)cc1,4%
CCC(C)Sc1nnc(Cc2cc(=O)[nH]c(=O)[nH]2)n1-c1ccc(F)cc1 (stereo not drawn),4%
CCOCCCn1c(SCC(=O)NC(C)(C)C)nc2ccccc2c1=O,8%
O=C1NC(=O)N(c2ccccc2)C(=O)/C1=C\c1cccc([N+](=O)[O-])c1,-12%
CSc1ccccc1NC(=O)c1cnc2n(c1=O)CCS2,6%
Clc1ccc(N2CCN(c3ncnc4c3oc3ccccc34)CC2)cc1,4%
O=C(Nc1ccc(O)cc1)c1cccc(F)c1,10%
CCCc1cc(C(=O)NCc2cccs2)no1,-9%
CC(=O)NS(=O)(=O)c1ccc(NC(=S)NC(=O)c2ccco2)cc1,-2%
CCOC(=O)/C(C#N)=C/c1cc(C)n(-c2ccc(Br)cc2)c1C,-8%
Cn1c(SCC(=O)N2CCOCC2)nnc1-c1cccc(NC(=O)c2ccccc2F)c1,6%
CCOc1cc(/C=N/O)cc(Br)c1OCc1ccc(Cl)cc1,-5%
C=CCOc1nc2c(c(=O)n(C)c(=O)n2C)n1Cc1c(Cl)cccc1Cl,-16%

Brought forward from above: 6 entries, followed by the next part.
smiles,mouse EphA4 binding
CCCc1cc(C(=O)NCc2cccs2)no1,-9%
CC(=O)NS(=O)(=O)c1ccc(NC(=S)NC(=O)c2ccco2)cc1,-2%
CCOC(=O)/C(C#N)=C/c1cc(C)n(-c2ccc(Br)cc2)c1C,-8%
Cn1c(SCC(=O)N2CCOCC2)nnc1-c1cccc(NC(=O)c2ccccc2F)c1,6%
CCOc1cc(/C=N/O)cc(Br)c1OCc1ccc(Cl)cc1,-5%
C=CCOc1nc2c(c(=O)n(C)c(=O)n2C)n1Cc1c(Cl)cccc1Cl,-16%
Cc1ccc(NCCC(=O)c2ccc(Br)cc2)cc1,-30%
C=CCn1c(SCc2nc(N)nc(N(C)C)n2)nnc1-c1cccnc1,-6%
CCOC(=O)c1c(-c2ccccc2)oc2ccc(OC(=O)c3cccc([N+](=O)[O-])c3)cc12,2%
Cc1cc2nnc(SCCCCN3C(=O)c4ccccc4C3=O)n2c2ccccc12,-8%
CCCn1c(NCc2ccc(C)o2)nc2ccccc21,-7%
COc1ccc(C2Nc3ccccc3C(=O)N2Cc2ccco2)cc1COc1cccc(C)c1C (stereo not drawn),-2%
CN(C)C(=O)Cn1c(SCC(=O)N2CCCc3ccccc32)nc2ccccc21,-7%
CS(=O)(=O)c1ccc2nc(NC(=O)C3COc4ccccc4O3)sc2c1 (stereo not drawn),-9%
O=S(=O)(c1cccc(-c2nnc(-c3ccc(Br)cc3)o2)c1)N1CCCCCC1,-14%
N/C(=N\S(=O)(=O)c1ccccc1)c1ccc(Cl)cc1,-21%
C/C(=N\N=C1\NC(=O)C(CC(=O)Nc2ccc(Cl)cc2Cl)S1)c1ccc(F)cc1 (stereo not drawn),-6%
O=C(NCc1ccco1)c1cc(-c2ccccc2)c(N2CCOCC2)s1,4%
Cc1cccc(NC(=S)c2nc3ccccc3s2)c1,-15%
COc1ccc(-c2cc(-c3ccccc3)c(C#N)c(S(C)=O)n2)cc1 (stereo not drawn),-4%
CN1CCN(C(=O)c2ccccc2NC(=O)Cc2ccccc2)CC1,-14%
COc1ccc(OC)c(N(CC(N)=O)S(C)(=O)=O)c1,1%
COc1ccc2nc(SCC(=O)NN)cc(C)c2c1,-10%
O=C(Cn1ncc2c(=O)oc3ccccc3c21)N1CCN(c2ccccn2)CC1,0%
Cc1nnc(C)n1/N=C/c1ccc(Cl)cc1,-3%
Cc1ccccc1OCC(O)Cn1c2ccccc2c2ccccc21 (stereo not drawn),-4%
O=C(Cc1nnn(-c2ccccc2)n1)c1cccc([N+](=O)[O-])c1,-8%
C=CCn1c(N)c(C(=O)Nc2ccc(C)cc2)sc1=S,-5%
CCCCCC(=O)NC(NC(=S)Nc1ccc(S(N)(=O)=O)cc1)C(Cl)(Cl)Cl (stereo not drawn),-2%
Cc1cc(C)c(S(=O)(=O)Nc2ccc3c4c(cccc24)CC3)c(C)c1,-11%
CCOc1cc(N(CC)CC)ccc1/C=C(/C#N)c1nc2ccccc2[nH]1,-4%
c1ccc2cc3[nH]c(CN4CCOCC4)nc3cc2c1,4%
Cc1cccc(Nc2nc(NC(C)C)nc(Oc3ccc(=O)n(C)n3)n2)c1,-22%
CCn1nccc1C(=O)Nc1ccc(Cl)cn1,4%
COc1ccc(-c2cn3ccsc3n2)cc1,-12%
C=CCSC1=C(C#N)C2(CCCCC2)C(C#N)C(=O)N1 (stereo not drawn),-3%
CC(=O)c1cc(F)c(N2CCCC2)cc1C,-26%
Cc1cc(Cl)ccc1OCC(=O)OC(C)C(=O)NC(N)=O (stereo not drawn),-1%
COCCn1c(=O)[nH]c2cc(C(=O)NCCCN3CCN(c4ccc(F)cc4)CC3)ccc2c1=O,-1%
COc1ccc(-n2c(C)cc(C(=O)Cn3c(NCCO)nc4ccccc43)c2C)cc1,-5%
COc1ccc(C(=O)NC(=S)NC(C)(C)C)cc1Br,-10%
CC(=O)Nc1ccc(NS(C)(=O)=O)cc1,0%
COc1ccc(S(=O)(=O)N(CCCN2CCOCC2)Cc2cccc3ccccc23)cc1,12%
COc1cc(/C=N/N2CCN(c3ccccc3)CC2)cc(OC)c1O,-3%
O=C(c1ccccc1Cl)N1CCN(c2ccc(Cl)cc2[N+](=O)[O-])CC1,4%
Cn1c(N2CCCCC2)nc2c1c(=O)n(Cc1cccc(Br)c1)c(=O)n2C,-10%
O=C(/C=C/c1ccccc1)CC(=O)C(F)(F)F,-7%
COc1ccc(S(=O)(=O)Nc2nc3n(n2)C(c2ccc(Cl)cc2)CC(=O)N3)cc1 (stereo not drawn),-2%
Cc1nc2ccccc2c(=O)n1N1C(=O)CCCC1=O,-4%
CC1CCCN(C(=O)Cn2cnc3c2c(=O)n(C)c(=O)n3C)C1 (stereo not drawn),8%
COc1ccc(C2=C(CN(C)C)C(c3ccccc3)c3ccccc3O2)cc1 (stereo not drawn),2%
CCCCNC(=O)CCc1nc2cccnc2n1Cc1ccc(OC)cc1,-19%
CCCC(=O)Nc1ccccc1N1CCN(C(=O)c2ccccc2)CC1,-2%
COc1ccc2[nH]c(=O)c(CN(C(=O)COc3ccccc3)C(C)C)cc2c1,-7%
COc1ccccc1OCC(=O)Nc1nc(-c2cccs2)c(NC(=O)c2ccccc2)s1,4%
Cc1nc(NCC2CCCO2)c2nnn(Cc3ccccc3)c2n1 (stereo not drawn),3%
COc1ccc(Br)cc1C(=O)Nc1ccc(Cc2ccncc2)cc1,-8%
CCOC(=O)C1=C(Cc2ccc(C)cc2)C(=O)c2ccccc2C1=O,5%
CC(=O)Nc1ccc(NC(=O)c2cc3cc([N+](=O)[O-])ccc3oc2=O)cc1,5%
Cc1c(C(=O)OC(C)CCN(C)C)oc2ccccc12 (stereo not drawn),-10%
O=C1C2CCC(C(O)C2)N1Cc1ccccc1 (stereo not drawn),-15%
CCOC(=O)CN(C(=O)CSc1nnc2c(n1)[nH]c1c(C)cc(C)cc12)c1ccccc1,-8%
C/C(Cl)=C/CSc1nnc2n(N)c(=O)c3ccccc3n12,0%

Part of the list above, field by field.
CSc1ccccc1NC(=O)c1cnc2n(c1=O)CCS2
  mouse EphA4 binding: 6%

Clc1ccc(N2CCN(c3ncnc4c3oc3ccccc34)CC2)cc1
  mouse EphA4 binding: 4%

O=C(Nc1ccc(O)cc1)c1cccc(F)c1
  mouse EphA4 binding: 10%

CCCc1cc(C(=O)NCc2cccs2)no1
  mouse EphA4 binding: -9%

Not all compounds are listed (hit frequency here may not be typical).
